Assay outcomes: PubChem, The Scripps Research Institute Molecular Screening Center
CHO parental Ca: counter-screen for OX1R antagonists: effect in parental CHO cells | parental CHO-K1, ATP-induced calcium, Fluo-8 fluorescence | inhibition, % at 5.6 µM | 0.63% of 330,000 active | AID 463079;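 active means inhibition above that plate's mean sample inhibition plus 3 SD, cut at about 26% in these data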;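 further: 0% = ATP-challenged DMSO wells and 100% = DMSO wells without ATP; some compounds past the cut are filed as inactive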
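Material: parental CHO cells / Compound: single nominal dose of 5.6 µM per compound / Signal: Fluo-8 fluorescence / Replicates: singlicate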
M1 antag: antagonists of human M1 muscarinic receptor; P11229; CHO-K1 hM1, Fluo-8 calcium fluorescence, ACh EC80 antagonist; inhibition, % at 3 µM; 1.3% of 360,000 active;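 active means percent inhibition above its own plate's cutoff, namely the mean of that plate's compound wells plus 3 SD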;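 further: peak over basal fluorescence ratio during 140 s after agonist addition; 0% = ACh EC80 plus DMSO and 100% = DMSO alone without agonist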
Target sequence (P11229 whole entry, looked up): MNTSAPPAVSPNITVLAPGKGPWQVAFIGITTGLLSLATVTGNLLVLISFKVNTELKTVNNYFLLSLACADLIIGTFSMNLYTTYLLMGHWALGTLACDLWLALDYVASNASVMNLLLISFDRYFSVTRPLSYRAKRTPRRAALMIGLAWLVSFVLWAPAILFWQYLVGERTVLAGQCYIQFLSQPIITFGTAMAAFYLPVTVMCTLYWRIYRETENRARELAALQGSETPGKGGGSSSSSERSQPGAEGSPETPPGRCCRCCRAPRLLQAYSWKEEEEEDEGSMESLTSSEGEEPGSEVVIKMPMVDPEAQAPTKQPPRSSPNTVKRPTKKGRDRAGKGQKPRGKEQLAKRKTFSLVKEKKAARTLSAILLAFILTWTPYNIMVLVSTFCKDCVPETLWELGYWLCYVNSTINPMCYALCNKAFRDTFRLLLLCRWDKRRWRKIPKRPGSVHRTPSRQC
TAAR1 antagonist: antagonists of human TAAR1; Q96RJ0; inhibition, % at 3 µM; AID 624466; 1.5% of 360,000 active; CHO RD-HGA16 TAAR1, Fluo-8 calcium fluorescence, antagonist;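 active means inhibition above a per-plate cutoff, the mean inhibition of test compounds on that plate plus 3 SD, cut at about 49% in these data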;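 further: 0% = DMSO plus EC80 beta-PEA response and 100% = DMSO alone without agonist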
Target sequence (Q96RJ0 whole entry, looked up): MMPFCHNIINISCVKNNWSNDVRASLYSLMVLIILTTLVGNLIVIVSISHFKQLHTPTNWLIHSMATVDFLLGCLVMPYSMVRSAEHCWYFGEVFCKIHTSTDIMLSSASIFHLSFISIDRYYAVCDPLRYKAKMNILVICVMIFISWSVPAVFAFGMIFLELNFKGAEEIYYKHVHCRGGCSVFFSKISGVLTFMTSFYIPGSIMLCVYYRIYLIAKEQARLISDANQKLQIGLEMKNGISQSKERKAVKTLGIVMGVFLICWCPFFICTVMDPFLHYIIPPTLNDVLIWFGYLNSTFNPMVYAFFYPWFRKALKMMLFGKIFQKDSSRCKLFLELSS
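System: RD-HGA16 CHO cells with stable hTAAR1 and Gα16 | Probe or stimulus: EC80 β-phenethylamine stimulus | Dosing: 3 µM, single point | Times: Dye loading 75 min at 37 °C, then 30 min room temperature | Measured by: Fluo-8 calcium-sensitive fluorescence | Read-out basis: % inhibition of agonist calcium response | Replicates: n of 1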
TAAR1 agonist: agonists of human TAAR1; Q96RJ0; CHO RD-HGA16 TAAR1, Fluo-8 calcium fluorescence; vehicle wells 0%, saturating PEA agonist 100%; activation, % at 3 µM; 0.99% of 360,000 active; AID 624467;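 active means activation above the mean activation of all test compounds in the run plus 3 SD, cut at about 38% in these data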
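Signal – calcium-sensitive Fluo-8 signal, excitation 470-495, emission 515-575 nm · System – RD-HGA16 (CHO) cells co-expressing Gα16 and hTAAR1 · Incubation – 17-24 h seeding, 75 min 37 °C dye, 30 min RT · Compound dosing – 3 µM single concentration · Repeats – no replicates (n 1)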
OXTR agonist: activates the human oxytocin receptor; P30559; CHO-OTR cells, Fluo-8 calcium fluorescence; normalized: DMSO 0%, oxytocin 100%; activation, % at 3 µM; 0.32% of 320,000 active;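 active means activation above the mean of all tested compounds plus 3 SD, cutoff set per screening run, cut at about 20% in these data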;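 further: peak over basal fluorescence ratio from a 100 s FLIPR kinetic read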
CHRM1 PAM: potentiates human M1 receptor response to acetylcholine; P11229; CHO-K1 hM1, Fluo-8 calcium fluorescence, ACh EC20; 0% = ACh EC20, 100% = maximal ACh; activation, % at 3 µM; 0.088% of 360,000 active; in the data active means activation above about 19%, passing the limit was not always enough
V1aR counter: activates human V1a receptor in oxytocin agonist counter-screen; AID 2797; P37288; 0.25% of 320,000 active; CHO-V1R cells, Fluo-8 calcium fluorescence, agonist mode; 0% DMSO, 100% 3 nM vasopressin; activation, % at 3 µM;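 active means activation above the mean activation of all tested compounds plus 3 SD, per screening run, cut at about 20% in these data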;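 further: signal is peak over basal fluorescence ratio across a 100 second FLIPR read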
OXTR potentiate: potentiators of human oxytocin receptor. P30559. CHO-OTR cells, Fluo-8 calcium fluorescence, potentiator mode; 0% = oxytocin EC15, 100% = EC100. activation, % at 3 µM. 0.061% of 320,000 active. AID 2445;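 active means activation above that plate's cutoff, the mean activation of tested compounds plus 3 SD, cut at about 6.6% in these data, passing the limit was not always enough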;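 further: 100% uses oxytocin at 75 nM as the full agonist control; some results filed as inactive read as strong as hits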
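Measured by – Fluo-8 calcium dye fluorescence · Test system – human OTR in CHO cells · Dosing – one concentration, 3.0 µM compound · Controls – EC15 oxytocin alone as 0%, 75 nM oxytocin as 100% · Evaluation – normalized max/min fluorescence ratio, % activation · Timing – 6 min pre-incubation, 100 s read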
CHRM1 agonist: agonists of human M1 muscarinic receptor | activation, % at 3 µM | CHO-K1 hM1, Fluo-8 calcium fluorescence, agonist mode; 0% DMSO, 100% acetylcholine EC100 | 0.33% of 360,000 active | AID 588814;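 active means activation above the run's mean compound activation plus 3 SD, cut at about 16% in these data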;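 further: peak over basal fluorescence ratio within a 140 s kinetic read after compound addition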
Starred values were filed as active, the others as inactive; x = not tested or not shown.

SMILES	CHO parental Ca	M1 antag	TAAR1 antagonist	TAAR1 agonist	OXTR agonist	CHRM1 PAM	V1aR counter	OXTR potentiate	CHRM1 agonist
CCS(=O)(=O)NCC(c1cccnc1)N1CCN(c2ccc(F)cc2)CC1 (stereo not drawn)	-11	-14	-1	8	-0.1	12	0.5	-5	-4
CC(C)C[C@H](NC(=O)c1nc[nH]c1C(=O)NCc1ccccc1)C(=O)OC(C)(C)C	-32	-4	-1	8	-2.4	5	-1.5	-10	-3
COC(=O)c1ccccc1OCCN1CCCCCC1	-12	-4	8	4	-0.2	-5	0.7	4	-9
CN1C(=O)SC(Nc2cccc3ccccc23)C1=O (stereo not drawn)	-7	-11	-3	-1	-2.8	5	-1.9	-4	-5
c1ccc(-c2nc(N3CCOCC3)sc2-c2ccccc2)cc1	-18	-1	-40	16	-0.8	1	0.1	-7	-4
COCCn1nnnc1CN1CCN(c2cccc(C(F)(F)F)c2)CC1	-15	-6	-8	3	1.1	5	1.7	-2	-3
C=CCn1c(SCC(=O)N2CCCC2)nc2c([nH]c3ccccc32)c1=O	-16	-8	-21	0	-1.9	4	-1.3	-5	-3
COc1ccc(OCc2cc(C(=O)NC3CCOC(C)(C)C3)no2)c2ccccc12 (stereo not drawn)	-2	-8	-11	25	1.4	1	1.7	-2	-5
O=C(NC(c1ccc(Cl)cc1)c1c(O)ccc2ccccc12)c1ccccc1 (stereo not drawn)	16	23	28	5	0.1	-8	2.2	-7	-3
COc1ccccc1NC(=O)c1ccc(-c2ccc(Br)cc2)o1	-25	3	2	1	-0.8	-8	1.3	-15	-4
CCOC(=O)c1cc(C(=O)Nc2ccccc2F)nn1C	-8	-13	-9	7	-0.7	12	-0.1	1	-5
NS(=O)(=O)c1ccc(Sc2ccc3ccccc3c2)nc1	13	-3	24	4	7.2	6	6.8	-12	0
CC(C)C(=O)Nc1ccccc1-c1nc2ccccc2[nH]c1=O	-16	-13	-26	3	-0.6	8	-0.6	-15	0
COC(=O)c1ccccc1NC(=O)CN(c1ccc(C)cc1)S(C)(=O)=O	-11	-12	1	4	-0.9	12	-0.1	-2	2
N#Cc1cnn(-c2cc(Cl)ccc2Cl)c1N	x	-4	-4	0	x	8	x	x	1
CCCN(CC(=O)Nc1ccccc1C)C(=O)c1ccc(N2CCCC(C)C2)c([N+](=O)[O-])c1 (stereo not drawn)	x	3	5	-1	x	0	x	x	-3
COc1ccc(NC(=O)CCC(=O)OC(C(=O)c2ccccc2)c2ccccc2)cc1 (stereo not drawn)	5	0	-5	3	-0.5	2	-0.2	-1	-7
Cc1nn(C(C)C(=O)NCc2cccs2)c(C)c1[N+](=O)[O-] (stereo not drawn)	-16	0	0	0	0.0	1	-0.7	-13	-3
Cc1ccc(S(=O)(=O)/C(=C/Cl)NC(=O)c2ccccc2)cc1	-2	16	-20	0	0.6	-1	-0.1	-4	-4
COc1ccc(S(=O)(=O)NC2CC(=O)N(c3ccc(C)c(C)c3)C2)cc1 (stereo not drawn)	-32	-8	-13	2	5.0	1	6.8	-9	4
Cc1cc(Cl)ccc1OCC(=O)NCCOc1nc(N2CCCCC2)nc(N2CCOCC2)n1	-7	2	8	9	-0.3	5	1.1	-4	0
CN(C)C(=O)COC(=O)/C=C/c1cn(-c2ccccc2)nc1-c1cccs1	-17	-1	26	11	3.3	1	0.6	-19	-4
COc1cc(C(=O)OCC(=O)Nc2cccc(S(=O)(=O)N3CCOCC3)c2)ccc1OCC(C)C	-22	1	13	-1	-1.6	4	0.1	-9	-4
O=C(CNC(=O)c1cccc(Br)c1)N/N=C/c1cccs1	-4	-6	-17	10	-0.2	17	0.2	-6	1
Cc1ccc(S(=O)(=O)N2[C@@H](c3cccc(Cl)c3)C(C(=O)O)=CC[C@H]2c2cccs2)cc1	-16	2	6	11	-0.1	3	0.0	-9	-8
New compounds follow
SMILES	CHO parental Ca	M1 antag	TAAR1 antagonist	TAAR1 agonist	OXTR agonist	CHRM1 PAM	V1aR counter	OXTR potentiate	CHRM1 agonist
C[C@@H]1CN([C@@H](C)CO)S(=O)(=O)c2ccc(C#CC3CCCCC3)cc2O[C@@H]1CN(C)Cc1cccnc1	x	9	-5	2	x	-9	x	x	-9
COc1cccc(CNC(=O)CCNS(=O)(=O)c2cccs2)c1	-6	-7	-15	8	0.0	7	0.0	-4	-2
O=S(=O)(/C=C/c1ccccc1)N1CCN(Cc2ccc3c(c2)OCO3)CC1	-22	-5	10	3	-0.2	3	-0.5	-13	-4
Cc1ccc(S(=O)(=O)CCc2nc3ccccc3s2)cc1C	-7	8	1	3	-1.3	-1	-0.7	-4	0
COCCSc1nnc(NC(=O)Cc2ccc(OC)c(OC)c2)s1	-20	6	-13	7	1.3	1	0.2	-1	-3
NS(=O)(=O)c1cccc(NC(=O)c2cc3ccccc3o2)c1	8	-2	10	2	1.7	5	0.8	-3	-3
CC1CC1C(=O)N(CCC1=CCCCC1)c1c(N)n(Cc2ccccc2)c(=O)[nH]c1=O (stereo not drawn)	-24	11	-8	0	1.2	-5	-0.9	-3	-4
COc1cc(NC(=O)c2ccc3c(c2)OCCO3)ccc1NC(=O)c1cccs1	-13	9	-4	5	-0.6	0	0.2	0	-5
CC(CCC(C)OC(=O)c1ccccc1C(=O)O)OC(=O)c1ccccc1C(=O)O (stereo not drawn)	-9	2	-2	0	0.4	1	0.5	-6	-2
Cc1ccc(C)c(S(=O)(=O)N2CCN(C(=O)CCC(=O)NCc3ccc(Cl)cc3)CC2)c1	-22	-8	-11	6	6.3	4	10	-12	-4
COc1ccccc1CNC(=O)C(Cc1ccccc1)NC(=O)c1ccccc1 (stereo not drawn)	-23	9	38	20	-1.9	-5	-1.1	-7	-4
O=C(CNC(=O)c1ccc2c(c1)OCO2)NCc1cccs1	-10	-5	8	7	0.6	1	0.1	-2	-2
CC1(C(=O)NS(=O)(=O)c2ccccc2Cl)CCN1C(=O)CC1CCCC1 (stereo not drawn)	x	-2	-22	1	x	7	x	x	0
Cc1cc(C)cc(NC(=O)Nc2cccnc2)c1	x	-11	-5	18	x	5	x	x	1
Cc1nonc1CC(=O)N1CCCC(C(=O)c2ccc(Cl)cc2)C1 (stereo not drawn)	-8	3	-26	0	0.4	-2	0.0	-6	-5
CCOC(=O)CSc1nc(C(C)C)nc2sc(C)c(C)c12	-33	6	3	3	-2.0	-25	-1.1	2	-13
COc1ccc(S(=O)(=O)N2CCN(CC(=O)N3CCNC3=O)CC2)cc1OC	x	-15	-5	1	x	3	x	x	-3
COc1ccc(-c2csc(NC(=O)CSc3n[nH]c(C)n3)n2)cc1	-4	1	27	13	9.6	6	13	-10	8
N#CCCn1[nH]c(-c2ccccc2)cc1=O	-4	6	-23	2	0.1	2	-1.1	5	-3
COc1ccc2c(CC(=O)Nc3nccs3)coc2c1	8	-10	-12	5	-0.5	4	-1.0	-11	-6
O=C1NC(=S)SC1=Cc1ccc(Cl)cc1	x	0	13	2	x	-3	x	x	2
CSc1nc2c(cnn2-c2ccc(C)c(C)c2)c(=O)[nH]1	-7	2	-29	-1	1.1	-2	0.9	2	-3
O=C(CCCN1C(=O)c2ccccc2C1=O)N1CCN(c2ccccn2)CC1	-18	2	12	2	0.2	6	1.0	-6	-1
Cc1ccc(-c2cc(C(=O)OCC(=O)N(C)C3CCS(=O)(=O)C3)c3ccccc3n2)o1 (stereo not drawn)	-10	-4	32	3	-0.4	6	-0.6	-9	-3
CCN(CC)C(=O)c1cccc(-c2csc(C(O)c3ccc(F)cc3)n2)c1 (stereo not drawn)	x	2	3	5	x	-5	x	x	3

Five entries from above, with bars between the fields.
molecule | CHO parental Ca | M1 antag | TAAR1 antagonist | TAAR1 agonist | OXTR agonist | CHRM1 PAM | V1aR counter | OXTR potentiate | CHRM1 agonist
COCCSc1nnc(NC(=O)Cc2ccc(OC)c(OC)c2)s1 | -20 | 6 | -13 | 7 | 1.3 | 1 | 0.2 | -1 | -3
COc1cc(NC(=O)c2ccc3c(c2)OCCO3)ccc1NC(=O)c1cccs1 | -13 | 9 | -4 | 5 | -0.6 | 0 | 0.2 | 0 | -5
Cc1ccc(S(=O)(=O)CCc2nc3ccccc3s2)cc1C | -7 | 8 | 1 | 3 | -1.3 | -1 | -0.7 | -4 | 0
O=S(=O)(/C=C/c1ccccc1)N1CCN(Cc2ccc3c(c2)OCO3)CC1 | -22 | -5 | 10 | 3 | -0.2 | 3 | -0.5 | -13 | -4
C[C@@H]1CN([C@@H](C)CO)S(=O)(=O)c2ccc(C#CC3CCCCC3)cc2O[C@@H]1CN(C)Cc1cccnc1 | x | 9 | -5 | 2 | x | -9 | x | x | -9

More entries follow:
SMILES	CHO parental Ca	M1 antag	TAAR1 antagonist	TAAR1 agonist	OXTR agonist	CHRM1 PAM	V1aR counter	OXTR potentiate	CHRM1 agonist
O=C(c1cc(COc2ccc(F)cc2Cl)on1)N(CCO)Cc1cccs1	-2	6	-10	11	6.6	-1	11	-14	0
Cc1cccc(N(CC(=O)NCCc2ccccc2)C(=O)c2csnn2)c1	-3	-9	-11	0	0.5	10	1.6	-7	1
Cc1ccc(C(=O)Oc2cc(C)n(C)c(=O)c2)cc1	-8	-20	-16	11	-0.1	5	0.4	-6	-3
CC(C)(C)C(=O)Nc1ccccc1C(=O)Nc1ccccn1	-7	-4	-3	9	0.7	7	1.6	-4	-3
CC(OC(=O)c1cccc(-n2cnnn2)c1)C(=O)NC1(C#N)CCCCC1 (stereo not drawn)	-11	11	5	7	0.5	-7	0.1	-4	-3
CCOC(=O)C[C@H]1c2ccccc2S(=O)(=O)N1c1ccccc1	-11	-1	4	24	-0.3	0	-0.6	-5	-9
CC1=CC(c2ccccc2)n2nc(N3C(=O)c4ccccc4C3=O)nc2N1 (stereo not drawn)	0	-8	9	4	-0.2	9	-0.4	-1	-2
O=C(CN1C(=O)NC(Cc2ccccc2)C1=O)Nc1ccccc1OC(F)F (stereo not drawn)	-6	-16	-2	3	0.7	7	0.6	-3	0
Cc1nc2c(OCc3ccc(Cl)cc3Cl)cccn2c1N(C)CC1CC1	x	44*	17	11	x	-31	x	x	-6
O=C(c1ccc2c(c1)OCO2)C1CCCN(Cc2ccc3nsnc3c2)C1 (stereo not drawn)	-8	78*	-13	2	-1.8	-27	0.1	-20	-8
COc1cc(C(=O)NNC2=CC(=O)CC(C)(C)C2)cc(OC)c1OC	4	9	-2	0	0.1	-6	-0.4	0	-3
O=C(NCCc1ccccn1)c1c(-c2ccccc2)sc2ccccc12	-16	8	31	11	1.7	-6	2.2	1	-4
COc1ccc(CCNS(=O)(=O)c2ccc([N+](=O)[O-])cc2)cc1OC	-10	-4	-6	0	0.7	2	0.8	-1	-4
Cc1ccc(C(=O)NNC(=O)c2cc(OCC(F)(F)F)ccc2OCC(F)(F)F)cc1	-17	17	-5	0	-2.5	-9	0.4	0	-2

Compounds were not picked by outcome, and some 3.7% of all compounds hit somewhere here.
